PostGolgi yeast: growth inhibition of a yeast mutant, post-Golgi transport screen; post-Golgi transport phenotypic cell assay; inhibition, % at 10 µM; 98,000 compounds, 0.9% hits; AID 739;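 also: yeast cells grown in 1536-well plates; yeast grown about 18 h at 30C before absorbance read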
sEH act: increases human soluble epoxide hydrolase activity | purified human sEH enzymatic activity, activator screen | 91,000 compounds, 0.04% hits | activation, % at 2 µM | P34913; in the data active = activation above about 37%; also: values of inactives mirror those of a sister screen read the other way
S1P2 ag: activates the human S1P2 receptor; O95136; S1P2-expressing cell line, agonist reporter read-out; 97,000 compounds, 0.46% hits; AID 729; activation, % at 4.5 µM; in the data active = activation above about 16%;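 also: 0% = vehicle low control and 100% = maximal reference agonist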
Target sequence (O95136 whole entry, looked up): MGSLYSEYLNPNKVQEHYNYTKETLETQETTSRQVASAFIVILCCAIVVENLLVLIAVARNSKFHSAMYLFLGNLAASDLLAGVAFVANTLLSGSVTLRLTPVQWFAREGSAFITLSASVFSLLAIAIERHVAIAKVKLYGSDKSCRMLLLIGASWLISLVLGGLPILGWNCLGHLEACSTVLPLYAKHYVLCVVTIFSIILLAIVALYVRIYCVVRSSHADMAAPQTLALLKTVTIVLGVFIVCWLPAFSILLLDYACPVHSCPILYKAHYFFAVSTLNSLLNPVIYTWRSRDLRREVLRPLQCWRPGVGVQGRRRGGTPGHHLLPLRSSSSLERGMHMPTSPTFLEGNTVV
Mac1 fbg inh: inhibitors of human CD11b/CD18 binding to fibrinogen. AID 1497. 93,000 compounds, 0.54% hits. inhibition, % at 10 µM. P05107+P11215. K562 CD11b/CD18 adhesion to fibrinogen, ATPlite luminescence; Mn2+ added to activate the integrin;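 active = primary inhibition of 50% or more at 10 µM, then 40% or more on retest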; also: some results filed as inactive read as strong as hits
S1P2 antag: S1P2 (human) receptor antagonism; O95136; cell-based S1P2 antagonist assay, inhibition at 5 uM; inhibition, % at 5 µM; 97,000 compounds, 0.21% hits; AID 736; in the data active = inhibition above about 45%;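 also: CRE beta-lactamase reporter cells expressing human S1P2 stimulated with S1P; 0% = agonist at EC80 alone and 100% = agonist plus reference antagonist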
PostGolgi ctrl: growth of the yeast control strain, post-Golgi counter-screen. 98,000 compounds, 5% hits. efflux-deficient yeast background strain, growth absorbance A615, 16 h. inhibition, % at 10 µM. AID 738
Ecoli WT expand: blocks growth of wild type E. coli BW25113; OD600 absorbance; growth inhibition, % at 100 µM; 98,000 compounds, 0.15% hits;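 active = growth inhibition above about 50% at one test dose, limit read from the data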;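 also: growth measured after 20 h incubation at 37 °C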
sEH inhibitor: inhibitors of human soluble epoxide hydrolase | P34913 | recombinant human sEH enzymatic activity assay | inhibition, % at 2 µM | 91,000 compounds, 0.34% hits | AID 707; in the data active = inhibition above about 80%; also: values of inactives mirror those of a sister screen read the other way; many of its hits are not listed in these tables
PLAP act: activates human placental alkaline phosphatase; AID 696; 96,000 compounds, 1.2% hits; purified PLAP enzyme, luminescent substrate read-out; hits give high values; activation fold at 20 µM; in the data active = activation fold above about 2
Target sequence (P05187 whole entry, looked up): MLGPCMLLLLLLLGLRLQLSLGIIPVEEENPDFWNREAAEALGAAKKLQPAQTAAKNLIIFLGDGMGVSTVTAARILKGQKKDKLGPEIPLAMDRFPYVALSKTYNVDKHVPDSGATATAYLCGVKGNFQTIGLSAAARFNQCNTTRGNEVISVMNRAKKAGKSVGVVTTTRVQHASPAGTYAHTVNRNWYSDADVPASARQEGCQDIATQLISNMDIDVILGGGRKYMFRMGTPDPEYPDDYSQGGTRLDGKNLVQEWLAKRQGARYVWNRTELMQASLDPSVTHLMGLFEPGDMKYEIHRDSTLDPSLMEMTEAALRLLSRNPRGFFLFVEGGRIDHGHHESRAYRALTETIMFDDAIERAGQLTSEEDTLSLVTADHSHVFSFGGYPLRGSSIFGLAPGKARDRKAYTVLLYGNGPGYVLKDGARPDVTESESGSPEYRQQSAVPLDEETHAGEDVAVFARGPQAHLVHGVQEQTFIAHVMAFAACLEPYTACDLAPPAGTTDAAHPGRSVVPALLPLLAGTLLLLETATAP
An asterisk follows results filed as active. Rule as the data show it, unless noted: active = inhibition above about 30%; inactive = the rest.

Cc1ccc2nc(SC(C)C(=O)NCc3ccco3)[nH]c2c1 (stereo not drawn) was read as PostGolgi yeast 1, sEH act -15, S1P2 ag -5, Mac1 fbg inh 9, S1P2 antag 5, PostGolgi ctrl 6, Ecoli WT expand 5, sEH inhibitor 15 and PLAP act 1.2.
Screening CC1=Nc2ccccc2/C1=C\c1nc(-c2ccc(C(F)(F)F)cc2)oc1O returned PostGolgi yeast 0, sEH act 22, S1P2 ag -11, S1P2 antag 33, PostGolgi ctrl 4, Ecoli WT expand 2, sEH inhibitor -20 and PLAP act 0.9.
`Cc1c(F)cccc1NC(=O)CSCC(=O)Nc1ccccc1` gave PostGolgi yeast 1, sEH act 1, S1P2 ag 0, Mac1 fbg inh 3, S1P2 antag -3, PostGolgi ctrl 4, Ecoli WT expand -2, sEH inhibitor 1 and PLAP act 0.9.
For CCOc1cc2[nH]c(=S)n(CCN3CCC(C)CC3)c(=O)c2cc1OCC the results were PostGolgi yeast 8, sEH act 16, S1P2 ag -2, S1P2 antag 8, PostGolgi ctrl -3, Ecoli WT expand -1, sEH inhibitor -16 and PLAP act 1.5.
Screening COc1ccc(CN2C(=O)c3ccccc3C(/C=N/OCc3ccc(Cl)cc3)C2=O)cc1 (stereo not drawn) returned PostGolgi yeast -6, sEH act -17, S1P2 ag -8, S1P2 antag 12, PostGolgi ctrl -1, Ecoli WT expand 1, sEH inhibitor 17 and PLAP act 1.4.
`CS(=O)(=O)N(Cc1nc2sc3c(c2c(=O)[nH]1)CCCC3)C1CCCCC1` gave sEH act -20, S1P2 ag -3, S1P2 antag -11 and sEH inhibitor 18.
O=C1NC(c2cccs2)Nc2ccccc21 (stereo not drawn) was read as PostGolgi yeast 13, sEH act -16, S1P2 ag -3, Mac1 fbg inh -7, S1P2 antag -20, PostGolgi ctrl 1, Ecoli WT expand 13, sEH inhibitor 17 and PLAP act 1.
`O=C(NCc1cccnc1)Nc1cccc(NC(=O)NCc2cccnc2)c1` gave PostGolgi yeast 3, Mac1 fbg inh 0, PostGolgi ctrl 7, Ecoli WT expand 7 and PLAP act 1.
COc1ccc(/C=C/C(=O)Nc2c(C)nn(C)c2C)cc1COc1ccc(Cl)cc1Br was read as sEH act -10, S1P2 ag 1, S1P2 antag 7 and sEH inhibitor 9.
Screening Cc1nc2c([nH]1)C1(CCN(Cc3ccccc3)CC1)C(C#N)=C(N)O2 returned PostGolgi yeast -7, sEH act 25, S1P2 ag -7, Mac1 fbg inh -32, S1P2 antag -3, PostGolgi ctrl 0, Ecoli WT expand 6, sEH inhibitor -21 and PLAP act 0.9.
Cc1oc(-c2ccc(Cl)cc2)nc1CN1CCCC(C(=O)NCc2ccccn2)C1 (stereo not drawn) was read as PostGolgi yeast 6, sEH act 5, S1P2 ag -16, Mac1 fbg inh -6, S1P2 antag 13, PostGolgi ctrl 1, Ecoli WT expand -8, sEH inhibitor -4 and PLAP act 1.5.
Screening CCOC(=O)c1ccc(NC(=O)N(CC)CC)cc1 returned PostGolgi yeast -3, sEH act 1, S1P2 ag 3, Mac1 fbg inh -14, S1P2 antag -10, PostGolgi ctrl -1, Ecoli WT expand 0, sEH inhibitor -3 and PLAP act 0.9.
For COC(=O)C1=C(C)N(c2cccc(Cl)c2)C(=O)C1 the results were PostGolgi yeast -7, sEH act 14, S1P2 ag -7, Mac1 fbg inh -15, S1P2 antag 16, PostGolgi ctrl 17, Ecoli WT expand 0, sEH inhibitor -15 and PLAP act 1.5.
O=S(=O)(Cc1cnc(Cl)s1)c1ccccc1 was read as PostGolgi yeast 28, sEH act 12, S1P2 ag -5, Mac1 fbg inh -59, S1P2 antag -1, PostGolgi ctrl 1, Ecoli WT expand 6, sEH inhibitor -9 and PLAP act 0.9.
`CCOc1ccccc1-c1nc(C(N)=O)c2[nH]c(=O)n(-c3ccccc3)c2n1` gave PostGolgi yeast 3, sEH act -2, S1P2 ag -3, Mac1 fbg inh -12, S1P2 antag 18, PostGolgi ctrl 5, Ecoli WT expand -6, sEH inhibitor 6 and PLAP act 1.2.
`CC(NC(=O)C1CCC1)c1ccc2c(c1)OCO2` (stereo not drawn) gave PostGolgi yeast 3, Mac1 fbg inh 2, PostGolgi ctrl 3, Ecoli WT expand 6 and PLAP act 1.
Screening CCOC(=O)c1c(NC(=O)CSc2n[nH]c(CNc3ccccc3)n2)sc(C)c1C returned sEH act -55, S1P2 ag -2, S1P2 antag -16 and sEH inhibitor 56.
Cc1ccc(C)c(N2CCN(CCCNC(=O)Cn3cc4c(n3)CCCCC4)CC2)c1 was read as PostGolgi yeast 2, Mac1 fbg inh 5, PostGolgi ctrl 12, Ecoli WT expand 14 and PLAP act 1.4.
Screening COc1ccc(-c2cc3ccc(OCc4nn[nH]n4)cc3oc2=O)cc1 returned PostGolgi yeast -6, S1P2 ag 2, S1P2 antag 21, PostGolgi ctrl -7 and Ecoli WT expand -6.
COc1ccc2cc(CN(CC3CCCO3)S(=O)(=O)c3ccc(C(C)=O)cc3)c(=O)[nH]c2c1 (stereo not drawn) was read as PostGolgi yeast 0, sEH act 0, S1P2 ag -8, Mac1 fbg inh -8, S1P2 antag -11, PostGolgi ctrl 6, Ecoli WT expand -17, sEH inhibitor 1 and PLAP act 1.3.
Screening COCCNC(=O)C(c1ccccc1)N(C(=O)Cn1nnc2ccccc21)c1cccnc1 (stereo not drawn) returned PostGolgi yeast 5, sEH act 3, S1P2 ag 3, Mac1 fbg inh -1, S1P2 antag -9, PostGolgi ctrl 9, Ecoli WT expand 3, sEH inhibitor -1 and PLAP act 1.
Screening COc1cc(C(=O)N[C@H](C(=O)NC2CCCCCC2)C(C)C)cc(OC)c1OC returned PostGolgi yeast -10, sEH act 13, S1P2 ag 1, Mac1 fbg inh 0, S1P2 antag -10, PostGolgi ctrl -5, Ecoli WT expand 4, sEH inhibitor -12 and PLAP act 1.5.
COc1ccc(C2C3=C(CCCC3=O)Nc3c(-c4ccccc4)c(C)nn32)cc1 (stereo not drawn) was read as PostGolgi yeast 0, sEH act 1, S1P2 ag -7, Mac1 fbg inh -2, S1P2 antag 2, PostGolgi ctrl 8, Ecoli WT expand -6, sEH inhibitor -1 and PLAP act 1.5.
Screening O=C(NCc1cccnc1)c1cn(CCc2ccccc2)nn1 returned PostGolgi yeast 0, sEH act 11, S1P2 ag -2, Mac1 fbg inh -10, S1P2 antag -11, PostGolgi ctrl 8, Ecoli WT expand 6, sEH inhibitor -12 and PLAP act 1.
Screening CCCc1ccc(-c2ccc(F)c(N)c2)nc1 returned PostGolgi yeast 9, S1P2 ag -9, S1P2 antag 17, PostGolgi ctrl 23, Ecoli WT expand 20 and PLAP act 1.1.
O=C(Cn1cc(C(=S)N2CCOCC2)c2ccccc21)N1CCOCC1 was read as PostGolgi yeast -3, sEH act -8, S1P2 ag -3, Mac1 fbg inh -6, S1P2 antag 19, PostGolgi ctrl 12, Ecoli WT expand 3, sEH inhibitor 7 and PLAP act 0.9.
For O=C1CSC(c2cccnc2)N1C1CCCCC1 (stereo not drawn) the results were PostGolgi yeast -3, sEH act 10, S1P2 ag 0, Mac1 fbg inh 27, S1P2 antag -16, PostGolgi ctrl 5, Ecoli WT expand 5, sEH inhibitor -10 and PLAP act 1.1.
`c1ccc(COn2nnc3ccccc32)c(COn2nnc3ccccc32)c1` gave PostGolgi yeast 0, sEH act 2, S1P2 ag 1, Mac1 fbg inh 4, S1P2 antag -17, PostGolgi ctrl 27, Ecoli WT expand -13, sEH inhibitor -3 and PLAP act 1.
Screening Nc1c(S(=O)(=O)c2cc(Cl)ccc2Cl)c2nc3ccccc3nc2n1CCN1CCOCC1 returned PostGolgi yeast 1, sEH act -3, S1P2 ag 1, Mac1 fbg inh 8, S1P2 antag -7, PostGolgi ctrl 18, Ecoli WT expand -12, sEH inhibitor 5 and PLAP act 1.7.
For COc1ccc2c3c(cccc13)OCC2=O the results were PostGolgi yeast 7, sEH act 6, S1P2 ag 0, Mac1 fbg inh -10, S1P2 antag -12, PostGolgi ctrl -1, Ecoli WT expand 5, sEH inhibitor -6 and PLAP act 1.1.
Screening CC1=C(C#N)C(C)C2=C(CC(C)(C)CC2=O)N1 (stereo not drawn) returned PostGolgi yeast 3, Mac1 fbg inh 7, PostGolgi ctrl 7, Ecoli WT expand 3 and PLAP act 1.4.
For Cc1cc(C)n(-c2ccc(C(=O)OCc3nnc(-c4ccccc4)o3)cc2)n1 the results were PostGolgi yeast -5, Mac1 fbg inh -21, PostGolgi ctrl 0, Ecoli WT expand 5 and PLAP act 0.9.
Nc1c(C(=O)Nc2ccccc2)sc2nc3c(c(-c4ccco4)c12)CCC3 was read as PostGolgi yeast -1, sEH act 18, S1P2 ag -1, Mac1 fbg inh -1, S1P2 antag -38, PostGolgi ctrl 19, Ecoli WT expand -5, sEH inhibitor -14 and PLAP act 0.9.

Among those listed so far, these contain an NH in an aromatic ring:
Cc1ccc2nc(SC(C)C(=O)NCc3ccco3)[nH]c2c1 (stereo not drawn) was read as PostGolgi yeast 1, sEH act -15, S1P2 ag -5, Mac1 fbg inh 9, S1P2 antag 5, PostGolgi ctrl 6, Ecoli WT expand 5, sEH inhibitor 15 and PLAP act 1.2.
For CCOc1cc2[nH]c(=S)n(CCN3CCC(C)CC3)c(=O)c2cc1OCC the results were PostGolgi yeast 8, sEH act 16, S1P2 ag -2, S1P2 antag 8, PostGolgi ctrl -3, Ecoli WT expand -1, sEH inhibitor -16 and PLAP act 1.5.
`CS(=O)(=O)N(Cc1nc2sc3c(c2c(=O)[nH]1)CCCC3)C1CCCCC1` gave sEH act -20, S1P2 ag -3, S1P2 antag -11 and sEH inhibitor 18.
Screening Cc1nc2c([nH]1)C1(CCN(Cc3ccccc3)CC1)C(C#N)=C(N)O2 returned PostGolgi yeast -7, sEH act 25, S1P2 ag -7, Mac1 fbg inh -32, S1P2 antag -3, PostGolgi ctrl 0, Ecoli WT expand 6, sEH inhibitor -21 and PLAP act 0.9.
`CCOc1ccccc1-c1nc(C(N)=O)c2[nH]c(=O)n(-c3ccccc3)c2n1` gave PostGolgi yeast 3, sEH act -2, S1P2 ag -3, Mac1 fbg inh -12, S1P2 antag 18, PostGolgi ctrl 5, Ecoli WT expand -6, sEH inhibitor 6 and PLAP act 1.2.
Screening CCOC(=O)c1c(NC(=O)CSc2n[nH]c(CNc3ccccc3)n2)sc(C)c1C returned sEH act -55, S1P2 ag -2, S1P2 antag -16 and sEH inhibitor 56.
Screening COc1ccc(-c2cc3ccc(OCc4nn[nH]n4)cc3oc2=O)cc1 returned PostGolgi yeast -6, S1P2 ag 2, S1P2 antag 21, PostGolgi ctrl -7 and Ecoli WT expand -6.
COc1ccc2cc(CN(CC3CCCO3)S(=O)(=O)c3ccc(C(C)=O)cc3)c(=O)[nH]c2c1 (stereo not drawn) was read as PostGolgi yeast 0, sEH act 0, S1P2 ag -8, Mac1 fbg inh -8, S1P2 antag -11, PostGolgi ctrl 6, Ecoli WT expand -17, sEH inhibitor 1 and PLAP act 1.3.

Compound activity: PubChem BioAssay, several laboratories
